ERAP1 HTS inh: ERAP1 (human) enzyme inhibition; Q9NZ08; hit rate 0.15% among 340,000; inhibition, % at 10.7 µM; recombinant ERAP1, Leu-AMC fluorescence, 60 min;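 active = mean replicate inhibition of at least 30%, or all replicates individually reaching that 30% level; inactive = mean below 30% and not every replicate reaching it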;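 note: 0% = neutral control wells and 100% = L-leucinethiol positive control wells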
Target sequence (Q9NZ08 whole entry, looked up): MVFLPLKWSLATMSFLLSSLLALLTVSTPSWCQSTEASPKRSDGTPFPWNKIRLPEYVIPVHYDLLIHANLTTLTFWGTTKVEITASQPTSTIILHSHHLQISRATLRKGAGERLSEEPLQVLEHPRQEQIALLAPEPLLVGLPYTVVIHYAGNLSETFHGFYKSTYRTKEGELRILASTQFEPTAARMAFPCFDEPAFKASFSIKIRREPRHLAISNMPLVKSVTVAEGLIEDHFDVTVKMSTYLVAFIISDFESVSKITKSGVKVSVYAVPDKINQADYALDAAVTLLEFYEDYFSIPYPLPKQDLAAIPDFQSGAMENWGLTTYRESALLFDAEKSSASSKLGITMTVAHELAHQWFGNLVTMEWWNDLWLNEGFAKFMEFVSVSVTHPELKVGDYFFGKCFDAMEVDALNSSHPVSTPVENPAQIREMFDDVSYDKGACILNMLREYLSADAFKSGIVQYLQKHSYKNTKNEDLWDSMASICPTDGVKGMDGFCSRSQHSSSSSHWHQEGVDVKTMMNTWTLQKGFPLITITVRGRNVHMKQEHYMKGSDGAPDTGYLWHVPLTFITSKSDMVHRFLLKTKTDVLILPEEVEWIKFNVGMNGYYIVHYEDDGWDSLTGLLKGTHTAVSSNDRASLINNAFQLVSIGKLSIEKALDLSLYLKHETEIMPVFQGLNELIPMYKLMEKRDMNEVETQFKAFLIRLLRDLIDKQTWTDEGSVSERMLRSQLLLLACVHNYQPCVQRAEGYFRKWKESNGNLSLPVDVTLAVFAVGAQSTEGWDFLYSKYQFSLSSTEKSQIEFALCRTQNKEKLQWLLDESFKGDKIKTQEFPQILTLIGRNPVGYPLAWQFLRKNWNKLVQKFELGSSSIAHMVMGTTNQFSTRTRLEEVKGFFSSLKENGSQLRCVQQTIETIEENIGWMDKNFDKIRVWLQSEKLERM
Cneo AK release: Cryptococcus neoformans lysis via adenylate kinase release; C. neoformans lysis, adenylate kinase release luminescence, 4 h; normalised: neutral wells 0, clomiphene wells 100; lysis activity, % at 15 µM; hit rate 0.2% among 360,000; AID 651654;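 active = mean lysis activity across replicates of at least 80%, whatever share of replicates individually reach that level; inactive = mean lysis activity below 80%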
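Assay system: C. neoformans cells. Amount: yeast cell density of 5 × 10^6 cells/mL. Technique: AK luminescence. Buffer or medium: YPD. Times: static 4 h at 37 °C with compound, 1 h detection. Dosing: single-point compound dose. Read-out: lysis from increased AK signal.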
C2C12 statin: suppressors of simvastatin-induced myotoxicity in C2C12 myotubes; ATP luminescence, 48 h; scaled: DMSO 0, geranylgeraniol control 100; hit rate 0.78% among 330,000; rescue of ATP level, % at 7.49 µM;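 active = mean ATP rescue above about 67%, or every replicate alone reaching that limit, limit read from the data, passing the limit was not always enough; inconclusive = no clear call, values can overlap the other calls; inactive = mean under the limit and some replicate under it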;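 note: myotubes were challenged with 10 µM simvastatin during compound exposure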
PGC1a acetyl inh: PGC1a acetylation modulation, inhibitor mode | hit rate 0.17% among 350,000 | AID 651687 | U2OS PGC1a acetylation, AlphaScreen anti-acetyl-lysine; with virally co-expressed GCN5 acetyltransferase | inhibition, % at 15.6 µM;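 active = every replicate shows inhibition of at least 40%; inconclusive = mean inhibition at least 40% but some replicate below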;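 note: 0% = neutral control wells and 100% = positive control wells; some results beyond the cut were filed as inactive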
SIRT5 block: inhibitors of human sirtuin-5 desuccinylase. Purified SirT5, succinyl-peptide AMC, trypsin-coupled fluorescence. inhibition, % at 15 µM. Q9NXA8. hit rate 1.1% among 330,000; in the data active = inhibition above about 15%; inconclusive = no clear call, values can overlap the other calls
LGR2 inh: inhibitors of bursicon-induced Drosophila LGR2 receptor cAMP signaling; inhibition, % at 9.99 µM; HEK293 LGR2, CRE-luciferase, bursicon-stimulated, 4 h; hit rate 0.35% among 380,000;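 active = drop in luminescence signal, shown as inhibition above about 50% in the replicate tests, limit read from the data, passing the limit was not always enough; inconclusive = probably only some replicates passing the limit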;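 note: agonist challenge used bursicon conditioned medium at about half maximal strength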
S100A4 MyoIIA: S100A4-myosin IIA interaction inhibition. P26447. inhibition, % at 10.7 µM. hit rate 0.14% among 360,000. S100A4/TAMRA-MyoIIA peptide fluorescence polarization;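 active = mean inhibition of at least 70% across replicates, with every replicate also reaching that level; inconclusive = mean inhibition reaches 70% but some replicates fall short; inactive = mean inhibition below 70%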
Target sequence (P26447 whole entry, looked up): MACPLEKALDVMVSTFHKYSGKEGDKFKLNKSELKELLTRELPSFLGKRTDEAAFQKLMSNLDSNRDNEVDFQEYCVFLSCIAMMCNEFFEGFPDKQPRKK
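Assay system: human S100A4 monomer with TAMRA-labelled myosin IIA peptide / Buffer or medium: Calcium-containing HEPES buffer, pH 7.2 / Reagent: TAMRA-labelled myosin IIA heavy-chain peptide probe, 5 nM / Compound: one dose per compound / Timing: polarization read 5 min after assay mix addition, stable 5–60 min / Benchmarks: neutral control DMSO, positive control TFP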
Xi reactivation: X-chromosome reactivation activator; XiGFP mouse fibroblasts, % GFP-positive cells imaging, 3 d; cells co-treated with 5-aza-dC sensitizer; scaled so ellipticine positive control = 100%; hit rate 0.055% among 360,000; activation, % at 7.58 µM;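 active = mean normalized replicate activation at least 10% and every replicate at or above 10%; inconclusive = only one of the two criteria met; inactive = mean below 10% and not all replicates reach 10%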;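 note: 0% = median of on-plate neutral control wells and 100% = ellipticine 6 µM median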
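Material: XiGFP fibroblasts, SV40-immortalized. Buffer or medium: DMEM plus 5-aza-dC sensitizer. Compound: single concentration per compound, delivered by pin transfer. Times: 3 days compound exposure. Controls: ellipticine 6 µM.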
Starred values were filed as active, the others as inactive; ? = inconclusive; nt = no result given; & = joins results of further samples.

SMILES	ERAP1 HTS inh	Cneo AK release	C2C12 statin	PGC1a acetyl inh	SIRT5 block	LGR2 inh	S100A4 MyoIIA	Xi reactivation
Cc1nn(-c2ccccc2)c(N)c1N=O	0	0	nt	3	-2	5	1	?
COc1ccc(-c2oc3cccnc3c2/C=C/c2ccc(OC)c(OC)c2)cc1	5	-4	3	-2	nt	-28	-1	0.2
COCCCN1C(=O)C(CC(=O)NCc2ccco2)CC(C(=O)N2CCOCC2)=C1C (configuration not stated)	-1	3	2	2	nt	5	-1	-0.1
CCOc1cc(N2CCOCC2)c(OCC)cc1NC(=O)c1ccc(-n2ccnc2)c([N+](=O)[O-])c1	-2	7	-12	nt	-2	13	-3	0.3
C[C@H](CO)N1C[C@H](C)[C@@H](CN(C)C)Oc2cc(-c3cccc(F)c3)ccc2S1(=O)=O	-1	-1	-13	-38	-1	-13	-5	-0.4
O=C1/C(=C/c2ccccc2)CN(C(=O)CCN2CCOCC2)C/C1=C\c1ccccc1	-3	nt	nt	30	2	103*	0	1.1
O=C(CCCc1ccccc1)NCc1ccccc1Cl	0	-2	3	nt	0	-24	0	0.4
CC(C)(O)C#Cc1ccc([C@@H]2[C@@H](CO)N3CCCCN(C(=O)c4cccnc4)C[C@@H]23)cc1	0	0	nt	3	-24	8	2	0.2
O=C(N[C@H]1CC[C@H](CCn2cc(-c3ccc(F)cc3)nn2)O[C@H]1CO)c1cnccn1	3	2	2	8	13	-2	-13	0.1
CC1=CC(C)(C)n2c(O)c(N=NC(N)=S)c3c(C)ccc1c32	nt	1	nt	1	nt	-13	nt	0.7
COC(=O)c1ccccc1-n1c(CCC(=O)O)ccc1-c1ccccc1	-1	-1	0	nt	-12	-15	-6	0.0
Cc1ccc(Cl)c(OCCN2CCCC(C)C2)c1 (configuration not stated)	nt	4	nt	4	nt	-11	nt	0.3
O=C(C[C@H]1C=C[C@H](NS(=O)(=O)c2ccc(F)cc2)[C@H](CO)O1)NCCN1CCCCC1	1	-2	-1	5	-5	5	-30	0.6
COc1ccc(C(=O)NCc2ccc(Cl)c(Cl)c2)cc1OC	nt	0	-6	4	nt	4	nt	0.1
CCOC(=O)c1cc2c(c(-c3cccc(-c4cccc(F)c4)c3)n1)[C@H](CCO)N(S(=O)C(C)(C)C)C2 (some centres not stated)	1	-1	nt	nt	7	1	62	0.3
CC(=O)Nc1ccc(S(=O)(=O)Nc2ccc(N3CCCCC3)cc2)cc1	2	1	-150	-6	-3	-18	-10	0.3
O=C1[C@H](Cc2ccccc2)CCn2cc(nn2)COCC2CCCN12 (some centres not stated)	2	3	nt	nt	1	0	4	0.1
CCOC(=O)c1sc(NC(=O)c2ccc(=O)[nH]c2)nc1C	10	0	7	nt	1	5	2	-0.1
C[C@@H]1CCCCO[C@@H](CN(C)C(=O)Nc2cccc3ccccc23)[C@H](C)CN([C@H](C)CO)C(=O)c2cc(NC(=O)c3ccccc3)ccc2O1	0	-5	nt	-41	8	27	-2	0.0
Cc1ccc(S(=O)(=O)Nc2nc3ccccc3nc2N2CCOCC2)cc1	5	-4	-14	-4	-1	17	-25	-0.1
CCc1ccc(C2c3[nH]c4ccccc4c3CCN2C(=O)c2ccc(=O)n(C)n2)cc1 (configuration not stated)	3	-12	18	5	-1	21	2	0.0
Cc1ccc([C@@H]2CC=C(C(=O)O)[C@H](c3ccc(F)cc3)N2S(=O)(=O)c2ccc(C)cc2)cc1	-3	3	8	nt	nt	0	-1	0.4
COc1cccc(-n2c(=S)sc3c(=O)n(-c4ccccc4OC)c(=S)[nH]c32)c1	7	nt	nt	6	-3	1	-10	0.1
O=C(CSc1nnnn1C1CCCC1)Nc1ccccc1N1CCOCC1	-1	nt	nt	nt	-1	-16	5	-0.3
O=C(CN1CCOCC1)N[C@H]1CC[C@@H](CCn2cc(C3CCCCC3)nn2)O[C@H]1CO	nt	4	-2	1	0	11	nt	0.3
CSc1nnc(C)c(=O)[nH]1	nt	0	15	-7	nt	-3	nt	nt
COc1ccc(N2C[C@H](C)[C@@H](CC(=O)Nc3ccc(Br)cc3)C2=O)cc1	0	2	6	-6	-4	13	1	0.3
CCn1c(Oc2ccc(F)cc2)nc2c1c(=O)n(C)c(=O)n2C	-2	-2	5	5	-1	31	0	0.0
O=C(NCC[C@H]1CC[C@@H](NC(=O)C2CCOCC2)[C@H](CO)O1)c1cc(Cl)cc(Cl)c1	-2	-19	7	-8	2	-3	12	0.2
O=S(=O)(NCc1ccc(F)cc1)c1ccc(-n2cnnn2)cc1	-3	1	20	-2	-3	3	3	0.2
CC1CC(C)(C)NC(=S)N1CCCC(=O)Nc1ccccc1F (configuration not stated)	1	nt	nt	1	-6	11	-4	0.1
O=S(=O)(/N=C(/Nc1ccc(F)cc1F)c1ccccc1)c1ccccc1	nt	12	11	0	nt	3	nt	0.1
CN(C1CCCCC1)S(=O)(=O)c1ccc(SCC(N)=O)nc1	-2	0	-7	-9	nt	0	-1	0.3
O=S(=O)(c1ccc(Br)cc1)n1c(Cc2ccccc2)nc2ccccc21	1	nt	nt	nt	0	1	5	0.0
O=C(CSc1nnc(-c2ccc(C(F)(F)F)cn2)s1)c1ccc(Cl)cc1	-3	1	-4	nt	-4	9	-13	0.0
O=C(NCc1ccccc1)C1CNCC(C(=O)NCc2ccccc2)C1 (configuration not stated)	-3	1	nt	nt	-2	-13	-1	0.5
CCCc1cc(=O)[nH]c(SCC(=O)NCCC2=CCCCC2)n1	nt	nt	nt	4	nt	-7	0	0.0
COCCCNC(=O)CCc1c(C)nc2c(-c3ccc(F)cc3)c(C)nn2c1C	0	0	nt	4	-5	8	-1	0.2
C[C@@H]1CN([C@@H](C)CO)C(=O)c2cc(NC(=O)CCC(F)(F)F)ccc2O[C@@H](C)CCCCO[C@H]1CN(C)C(=O)Cc1ccccc1	nt	-2	-7	-8	nt	18	nt	0.0
Cc1cc(C[n+]2cc(Br)ccc2N)c2ncccc2c1	0	nt	nt	-13	-2	-19	-2	0.0
Cc1ccc2nc(Nc3nc(C)cc(-c4ccccc4)n3)[nH]c(=O)c2c1	-2	-1	nt	1	-8	3	0	0.0
Cc1ccnc(NS(=O)(=O)c2ccc(NC(=O)C3CCCO3)cc2)n1 (configuration not stated)	nt	1	14	12	nt	-4	nt	nt
O=c1c2sccc2nc(SCc2cc(=O)n3cc(Cl)ccc3n2)n1Cc1ccccn1	7	nt	nt	nt	1	-10	-3	0.1
O=C(COc1ccc(Br)cc1Cl)Nn1cnnc1	-6	nt	nt	4	6	14	2	0.0
N#C[C@@H]1[C@H](c2ccc(C#Cc3ccccc3F)cc2)[C@@H](CO)N1C(=O)C1CCCC1	3	nt	nt	-13	3	66*	-10	0.1
COc1ccccc1CNC(=O)C[C@@H]1CC[C@H]2[C@H](COc3ccc(NC(=O)Nc4ccc(F)c(F)c4)cc3C(=O)N2C)O1	-1	2	-14	4	3	35	-6	0.4
Cc1ccccc1-c1ccc([C@H]2[C@H](CO)N3CCCCN(S(C)(=O)=O)C[C@@H]23)cc1	-1	1	9	1	2	-4	54	0.0
C[C@@H](NC(=O)C[C@H]1CC[C@H](NC(=O)Cc2ccccn2)[C@@H](CO)O1)c1ccccc1	-1	1	1	-3	1	-3	-10	0.1
CCn1ncc(Cl)c1C(=O)Nc1ccc2c(c1)CCC2	0	-2	4	nt	0	-50	1	-0.1
CCOC(=O)C1CCCN(c2c(NCCc3ccccc3)c(=O)c2=O)C1 (configuration not stated)	3	-3	-1	-2	0	14	0	0.1
C[C@H](CO)N1C[C@H](C)[C@@H](CN(C)CC2CCCCC2)Oc2c(NS(=O)(=O)c3cccs3)cccc2C1=O	2	-1&0	9	-2	-3	4	8	-1.0
COc1ccc(S(=O)(=O)Nc2ccc3c(c2)CC(=O)N([C@H](C)CO)C[C@@H](C)[C@H](CN(C)S(C)(=O)=O)O3)cc1	0	-1	9	-8	1	11	3	-0.1
COc1cccc(NC(=O)Nc2ccc3c(c2)OCO3)c1	-3	-7	-3	nt	-4	-65	1	0.3
COc1ccc(CNC(=O)C2(CC3CC(c4ccccc4)=NO3)CCN(C(=O)CCCCCBr)CC2)cc1 (configuration not stated)	nt	-1	5	-8	nt	8	nt	3.7
CCC(C)(C)NC(=O)CN(C(=O)c1snc(C(N)=O)c1N)c1ccc2c(c1)OCCO2	3	0	-11	-2	1	-2	2	nt
O=S(=O)(c1ccccc1F)N1C[C@H]2[C@@H](c3ccccc31)[C@@H](CO)N2Cc1ccc2c(c1)OCO2	0	0	29	-20	1	11	19	0.0
CC(=O)N(C)C[C@@H]1Oc2cc(C3=CCCC3)ccc2S(=O)(=O)N([C@H](C)CO)C[C@H]1C	-1	10	-2	2	-1	27	12	0.0
O=C1NC[C@@H](CCCCN2CCN(CCc3ccc(O)cc3)C(=O)C2=O)N(CCC2CCCCC2)C1=O	-2	nt	nt	nt	-1	4	1	0.1
Cc1ccnc(NC(=O)C(Cc2ccccc2)NC(=O)c2ccccc2)c1 (configuration not stated)	-2	1	-6	0	-2	6	2	0.2
COc1cccc(NC(=O)N[C@@H]2C=C[C@H](CC(=O)Nc3ccccc3)O[C@H]2CO)c1	0	35	-5	1	2	4	5	-0.4

Reformatted field by field: part of the list above.
COc1ccc(S(=O)(=O)Nc2ccc3c(c2)CC(=O)N([C@H](C)CO)C[C@@H](C)[C@H](CN(C)S(C)(=O)=O)O3)cc1
  ERAP1 HTS inh: 0	Cneo AK release: -1	C2C12 statin: 9	PGC1a acetyl inh: -8	SIRT5 block: 1	LGR2 inh: 11	S100A4 MyoIIA: 3	Xi reactivation: -0.1
CCn1ncc(Cl)c1C(=O)Nc1ccc2c(c1)CCC2
  ERAP1 HTS inh: 0	Cneo AK release: -2	C2C12 statin: 4	PGC1a acetyl inh: nt	SIRT5 block: 0	LGR2 inh: -50	S100A4 MyoIIA: 1	Xi reactivation: -0.1

(continued)
SMILES	ERAP1 HTS inh	Cneo AK release	C2C12 statin	PGC1a acetyl inh	SIRT5 block	LGR2 inh	S100A4 MyoIIA	Xi reactivation
S=C(NCCN1CCOCC1)Nc1ccc(Cl)c(Cl)c1	16	nt	nt	nt	1	3	-4	0.0
C[C@H](CO)N1C[C@H](C)[C@H](CN(C)C(=O)Nc2ccccc2)Oc2ccc(NS(=O)(=O)c3ccc(Cl)cc3)cc2CC1=O	1	0	15	-4	0	0	-19	0.0
CC(NC(=S)N1CCOCC1)c1ccccc1 (configuration not stated)	nt	5	13	-6	nt	19	nt	0.1
Cc1noc(C)c1S(=O)(=O)N(C)C[C@@H]1Oc2ccc(NC(=O)Cn3cnnn3)cc2C(=O)N([C@@H](C)CO)C[C@@H]1C	0	-2	-14	1	23*	-12	5	-0.8
O=C(COCc1cc(-c2ccc3c(c2)OCO3)on1)N1CCN(c2ccc(F)cc2)CC1	1	5	1	-5	-2	-13	-1	0.0
C[C@@H]1CN([C@@H](C)CO)C(=O)c2cc(NC(=O)CCCCCC(=O)Nc3ccccc3N)ccc2O[C@@H]1CN(C)S(=O)(=O)c1ccc(Cl)cc1	-1	nt	nt	-5	2	-6	-5	-0.9
CC1CN(S(=O)(=O)c2cc(C(=O)NCc3ccncc3)ccc2Cl)CC(C)O1 (configuration not stated)	-4	-1	7	2	-1	-5	0	0.1

This is a subset (hit frequency here may not be typical).
